EP2 antag = EP2 receptor (human) inhibition; P43116; AID 1422; C6 glioma cells expressing human EP2, cAMP TR-FRET; cells stimulated with saturating PGE2; 260,000 tested, 0.52% active; inhibition, % at 25 µM;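 active = percent inhibition above 40 after rounding to a whole number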;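 also: rat C6 glioma host cells with rolipram phosphodiesterase inhibitor present; the protocol text gives 20 µM as final concentration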
Target sequence (P43116 whole entry, looked up): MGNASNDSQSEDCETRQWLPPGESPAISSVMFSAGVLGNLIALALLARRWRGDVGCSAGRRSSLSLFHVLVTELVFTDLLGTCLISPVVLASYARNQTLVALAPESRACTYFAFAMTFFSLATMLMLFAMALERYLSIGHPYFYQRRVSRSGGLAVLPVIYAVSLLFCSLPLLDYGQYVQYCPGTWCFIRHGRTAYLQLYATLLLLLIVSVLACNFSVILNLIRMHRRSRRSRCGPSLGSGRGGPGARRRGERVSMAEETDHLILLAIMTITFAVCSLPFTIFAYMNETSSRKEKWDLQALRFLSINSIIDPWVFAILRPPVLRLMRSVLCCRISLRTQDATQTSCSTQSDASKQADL
Calpain2 inh = calpain II (pig) inhibition | purified calpain II, fluorogenic peptide substrate, 30 min | inhibition, % at 16 µM | 220,000 tested, 0.37% active;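 active = inhibition above about 50%, limit read from the data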
Tb hexokinase = blocks Trypanosoma brucei hexokinase 1 activity | 220,000 tested, 0.11% active | recombinant TbHK1, G6PDH-coupled NADH A340 | inhibition, % at 10 µM;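 active = inhibition of 50% or more in the single-dose primary screen; inactive = inhibition below 50%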
14-3-3 Bad inh = disrupts binding of bovine 14-3-3 zeta to phospho-Bad peptide. inhibition, % at 21.7 µM. 220,000 tested, 0.71% active. TR-FRET 14-3-3zeta/Dy647-pBad peptide displacement, 1 h. P63103;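 active = inhibition above about 70%, limit read from the data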;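 also: 0% = full 14-3-3 plus peptide FRET controls and 100% = background without 14-3-3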
Target sequence (P63103 whole entry, looked up): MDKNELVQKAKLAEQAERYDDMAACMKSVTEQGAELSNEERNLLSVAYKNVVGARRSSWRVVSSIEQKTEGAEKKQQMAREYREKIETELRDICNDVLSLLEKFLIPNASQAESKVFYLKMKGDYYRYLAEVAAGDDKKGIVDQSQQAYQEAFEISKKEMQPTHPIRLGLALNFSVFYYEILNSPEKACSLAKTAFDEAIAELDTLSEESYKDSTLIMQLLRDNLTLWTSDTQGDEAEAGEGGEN
EP2 modulator = modulators of human EP2 prostaglandin E2 receptor | induction, % at 25 µM | 260,000 tested, 0.83% active | AID 940 | P43116 | EP2-expressing cells, cAMP HTRF FRET, PGE2 co-stimulation;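 active = compounds whose cAMP rise, as percent of the full-agonist control response, exceeds 60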;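 also: rat C6 glioma line stably carrying human EP2 under a CMV promoter; the protocol text gives 20 µM as final concentration; 100% = response of wells given 1 µM PGE2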
L929 necroptosis = L929 zVAD cell death inhibition; 220,000 tested, 0.38% active; viability rescue, % at 10 µM; L929 zVAD necroptosis rescue, ATP luminescence, 24 h; with zVAD 60 µM;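 active = activation, scaled between plate controls, above about 75%, limit read from the data; inactive = activation under that limit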;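 also: 0% = zVAD with DMSO and 100% = DMSO alone without zVAD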
Rad51 HR inh = Rad51 (human) homologous recombination inhibition | hRad51 DNA strand exchange, fluorescence dequenching | 200,000 tested, 0.085% active | AID 1385 | inhibition, % at 10 µM;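 active = inhibition above 40% at the single screening dose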;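 also: 0% = DMSO control wells and 100% = blanks with heterologous ssDNA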
Target sequence (Q06609 whole entry, looked up): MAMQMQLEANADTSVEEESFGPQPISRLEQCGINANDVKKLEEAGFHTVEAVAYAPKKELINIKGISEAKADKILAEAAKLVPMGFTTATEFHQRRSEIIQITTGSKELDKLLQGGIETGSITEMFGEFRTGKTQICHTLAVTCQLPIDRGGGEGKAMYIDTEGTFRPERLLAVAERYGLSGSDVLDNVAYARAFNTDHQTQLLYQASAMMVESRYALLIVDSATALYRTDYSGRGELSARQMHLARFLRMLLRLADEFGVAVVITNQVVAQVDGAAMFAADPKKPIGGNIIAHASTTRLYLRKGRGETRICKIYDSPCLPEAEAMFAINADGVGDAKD
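Test system: preformed human Rad51 ssDNA filaments. Compound dosing: single dose, 10 µM final compound. Incubation: filaments 15 min 37 °C, then compound 30 min. Technique: FRET fluorescence dequenching, excitation 485 nm, emission 520 nm. Read-out basis: percent inhibition from fluorescence, normalised to plate control and blank means. Benchmarks: plate controls and plate blanks.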
eIF4E-4G inh = eIF4E/eIF4G interaction inhibition in translation initiation; P63073+Q04637; TR-FRET eIF4E-eIF4GI(517-606) binding, 2 h; inhibition, % at 21.7 µM; 220,000 tested, 0.37% active;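 active = inhibition above about 30%, limit read from the data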;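 also: 0% = full FRET control wells and 100% = background wells lacking eIF4GI fragment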
Hck-Nef inh = inhibitors of human Hck kinase activated by Nef; P08631; inhibition, % at 20 µM; Recombinant Hck-YEEI plus Nef, Z-Lyte FRET kinase assay; 220,000 tested, 0.68% active;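 active = Hck-Nef kinase inhibition above about 50%, limit read from the data; inactive = inhibition below that limit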;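 also: 0% = DMSO with Hck plus Nef and 100% = Hck alone without Nef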
* = called active by the depositor; i = inactive; . = no result given; & = joins results of further samples; [ ] = dose if it differs, or a comment. Some of the compounds tested, so the mix of outcomes need not match the whole.

SMILES	EP2 antag	Calpain2 inh	Tb hexokinase	14-3-3 Bad inh	EP2 modulator	L929 necroptosis	Rad51 HR inh	eIF4E-4G inh	Hck-Nef inh
O=C(COC(=O)C1CC(=O)N(Cc2ccco2)C1)c1ccc(OC(=O)c2ccccc2)cc1 (stereo not given)	11	-41	-1	5	-20	0.0	3	6	1
O=C(NCc1ccccc1)C(=O)NCC1OCCN1C(=O)c1cccs1 (stereo not given)	9	19	3	10	-1	1.6	5	0	5
CCOC(=O)c1cc(-c2cccnc2)nn1-c1ccccc1	4	22	7	0	17	-0.8	-5	0	-2
O=C(CCN1C(=O)c2ccccc2C1=O)N(CCO)Cc1ccccc1	.	-16	-1	-1	5	-0.2	.	-2	-1
CC1SCC(=O)N(CC(=O)NC2CCCCC2)C1=O (stereo not given)	0	10	8	3	2	-0.3	-2	-4	-56
CC(/C=C/c1cccc([N+](=O)[O-])c1)=N\NC(=O)c1ccncc1	3	10	-35	3	-17	0.0	3	18[fluorescence artefact?]	6
CCc1cccc(N=c2c([N+](=O)[O-])nn(-c3ccc(Cl)cc3)n2O)c1	8	33	-7	-11	23	1.0	-1	1	2
COc1ccc(N2C(=O)S[C@@H]3CS(=O)(=O)C[C@@H]32)cc1	5	6	2	6	34	.	.	3	1
COc1ccc(C(=O)Nc2ccc(OCc3ccccc3)cc2)cc1[N+](=O)[O-]	10	-15	0	-6	-8	0.0	-29	1	1
O=C(CCN1C(=O)COc2ccccc21)NCCCN1CCN(c2ccc(F)cc2)CC1	8	-4	0	6	-7	-0.2	12	-1	-2
CCOc1cc(N2CCOCC2)c(OCC)cc1NC(=O)c1ccc(S(=O)(=O)N(C)C)cc1	3	11	-16	2	6	0.1	7	-4	-23
COC(=O)C(CC(C(=O)OC)C(=O)OC)C(=O)OC	8	5	2	1	-4	-0.4	6	-4	0
Cc1ccccc1OCCCC(=O)Nc1ccc(Br)cc1	15	5	-4	4	-20	0.5	3	2	2
N=c1n(CCO)c2ccccc2n1CCOc1ccc(Cl)cc1Cl	29	-34	12	5	-12	6.1	1	-2	-2
COC(=O)[C@@H]1C[C@@H]2CC[C@@H](O)C[C@@H]2N1Cc1ccc(C(F)(F)F)cc1	3	8	-7	0	7	0.5	1	-4	16
CN(c1ccccc1C(=O)Nc1ccc(S(=O)(=O)N2CCCCC2)cc1)S(C)(=O)=O	6	-36	-3	1[fluorescence artefact?]	28	0.1	-1	0[fluorescence artefact?]	-1
CN(C)CCCN=c1cc(-c2ccccc2)oc2ccc(Cl)cc12	9	7	-25	-3	-61	29	10	2	23
CN1CCN(c2ccc(Cl)cc2NC(=O)/C=C/c2cccc(F)c2)CC1	4	10	-1	-15	-56	1.0	4	-3	-8
C=CCOc1ccc(C=Nc2ccc(C)c(Cl)c2)c(O)c1	3	9	2	-7	14	0.5	-1	6	2
O=C(NCC(c1cccnc1)N1CCN(c2ccccc2)CC1)C1CCCCC1 (stereo not given)	13	1	2	-6[fluorescence artefact?]	-4	0.1	9	6	6
COC(=O)c1cc(/C=C/c2ccccc2)on1	24	-19	-12	8[fluorescence artefact?]	-12	0.7	0	3[fluorescence artefact?]	0
CC(=O)C(C)Oc1ccc2c3c(c(=O)oc2c1)CCCCC3 (stereo not given)	6	i	-11	-3	-14	0.8	-4	15	2
COc1ccccc1N1CCN(Cc2cn[nH]c2-c2ccc(F)cc2)CC1	8	3	-12	3	-22	0.0	8	7	3
COCCCN(CC(=O)O)S(=O)(=O)c1ccccc1	7	-25	2	-7	16	0.7	9	-3	-1
COc1cc(/C=N/NC(=S)Nc2cccc(S(=O)(=O)N(C)C)c2)cc(OC)c1O	4	-6	-56	-3	1	2.1	-11	1	5
CC(NC(=O)COC(=O)c1ccc2ccccc2n1)C1CC2CCC1C2 (stereo not given)	4	-1	-1	-9	-4	1.9	2	3	-1
Cn1cc(CC(=O)NC2CCCCC2)c2ccccc21	12	-24	-5	-27	-4	1.9	2	-5	25
O=C(NCCc1nnc2ccc(NCc3ccc(F)cc3)nn12)c1ccccc1	6	41	5	-5	-5	-0.6	2	6	-35
O=C(O)c1nn(-c2cccc(Cl)c2)c(=O)cc1O	8	1	-1	0	33	0.3	6	1	13
CC[n+]1c(/C=C/N(C)c2ccccc2)oc2ccc(Cl)cc21	5	31	-48	-10	6	-0.9	-6	7	1
CCCn1c(=N)n(CC(=O)OCC)c2ccccc21	14	16	8	6	-5	-0.1	6	-4	4
Nc1nonc1C(=O)OCC(=O)N1CCOCC1	10	-12	2	4	9	2.2	2	-6	-1
Cc1cc(=O)oc2cc(NS(=O)(=O)c3ccc(F)cc3)ccc12	11	-3	-44	24	-3	0.4	.	6	106*
COc1ccc(C2CC(c3cccs3)=NN2c2ccccc2)cc1 (stereo not given)	10	-51	-2	2	22	1.2	-2	1	29
COC(=O)c1sccc1NC(=O)C1CC=CCC1C(=O)O (stereo not given)	6	-41	-5	-3	16	-0.1	-3	1[fluorescence artefact?]	-1
COc1ccc(CNC(=O)Nc2ccc3c(c2)N(C)C(=O)CS3)cc1	7	1	8	-12	-39	0.2	-35	2	0
O=C(COc1ccc(Cl)cc1Cl)Nc1ccccc1NS(=O)(=O)c1cccs1	10	-26	3	-6	-60	-0.3	-44	-3	-1
Cn1c(=O)c2c(nc(N3CCN(c4ccccc4)CC3)n2CCCc2ccccc2)n(C)c1=O	3	43	-4	-12	41	0.2	3	0	-1
CC(C)N1CCC(N2CCN(Cc3cc4c(cc3Cl)OCO4)CC2CCO)CC1 (stereo not given)	7	8	-8	-8	-47	-0.6	-1	-1	20
COc1ccccc1-c1nc2ccccc2nc1-c1ccccc1	3	-4	-19	-7	23	2.2	3	2[fluorescence artefact?]	5
CCOC(=O)c1c(-c2cccc([N+](=O)[O-])c2)csc1NC(=O)C1CCCCC1	5	6	6	12	51	0.6	-4	2	0
COc1cc(CNC(C)C)c(Br)cc1OC1CCCC1	14	-21	-4	0	3	1.4	1	2	-8
O=C(Cn1c(=O)oc2cc(S(=O)(=O)N3CCCC3)ccc21)Nc1cccc(C(F)(F)F)c1	13	6	-3	31	-10	-0.1	1	-1	4
Cc1ccc(NC(=O)/C=C/c2ccc([N+](=O)[O-])s2)c(C)c1	4	17	-3	8	13	39	-14	3	-1
CCC(CC)NC(=O)c1cccc(NC(=O)C(C)C)c1	8	-1	1	3	18	0.7	.	2	4
C=C(C)Cn1c(C)cc(C)c(S(=O)(=O)c2ccc(C)cc2)c1=O	6	30	2	-16	87*	0.6	-4	7	20
Cc1nc2ccccc2n1CC(=O)N/N=C/c1cccnc1	5	17	-2	-5	-26	1.9	6	-3	24
O=S(=O)(c1cccc(C(F)(F)F)c1)N(CCCN1CCOCC1)Cc1cccs1	27&0	-11&3	-3&0	41&9	14&8	-0.1&-0.2	5&9	3&-6	1&-2
O=S(=O)(Nc1ccc2nc(-c3ccc(Br)o3)[nH]c2c1)c1ccccc1	6	26	-14	-7	-52	6.0	-3	11	2
O=C(Oc1cccc(-c2cnc3ccccc3n2)c1)c1ccco1	9	15	-6	0	-13	1.2	-2	-16	0

Hck-Nef inh: what is marked active above
SMILES | Calpain2 inh | Tb hexokinase | 14-3-3 Bad inh | EP2 modulator | eIF4E-4G inh | Hck-Nef inh
Cc1cc(=O)oc2cc(NS(=O)(=O)c3ccc(F)cc3)ccc12 | -3 | -44 | 24 | -3 | 6 | 106*

Other records follow:
SMILES	EP2 antag	Calpain2 inh	Tb hexokinase	14-3-3 Bad inh	EP2 modulator	L929 necroptosis	Rad51 HR inh	eIF4E-4G inh	Hck-Nef inh
CCC(c1nnnn1C1CCCC1)N1CCN(c2cccc(OC)c2)CC1 (stereo not given)	12&6	18	-8	33	-2&-5	-0.5	.	1	18
O=C(NN1CCOCC1)c1cn(-c2ccccc2)nc1-c1cccs1	2	-8	-3	1	5	0.1	29	-10	24
CC(C)Oc1ccc(-c2nn(-c3ccccc3)cc2/C=c2\sc3ncnn3c2=O)cc1	.	-96	-20	-6[fluorescence artefact?]	-4	0.1	.	-15	3
Cc1c(CC(Cl)(Cl)Cl)c2c(n1O)CC(C)(C)CC2=O	15	3	-8	1	25	1.2	-5	-1	4
O=C(COC(=O)Cc1cccs1)Nc1ccccc1F	5	-1	-13	5	-2	0.2	1	9	-2
Cc1ccc2c(c1)c1c3n2CC(=C2C(=O)OC(C)(C)OC2=O)NC3CCC1 (stereo not given)	8	-87	-7	1[fluorescence artefact?]	39	-0.1	-5	-7	0
CC(C)CC1CCCCC1OC(=O)CN1CCCCC1 (stereo not given)	17	-12	-8	-13	41	2.5	10	5	18
CC(C)(C)C(=O)Nc1ccccc1C(=O)Nc1ccncc1	10	-11	-3	8	6	-0.2	0	-4	-6
CN(C)c1ccc(/C=N/NC(=O)CNC(=O)c2ccco2)cc1	4	-239	-42	-11	-1	-0.1	-2	6	17
C=CCOc1c(CNc2nccs2)cccc1OCC	3	-4	-1	0	16	-0.6	0	-6	9

Continued; the last 2 above are carried over.
SMILES	EP2 antag	Calpain2 inh	Tb hexokinase	14-3-3 Bad inh	EP2 modulator	L929 necroptosis	Rad51 HR inh	eIF4E-4G inh	Hck-Nef inh
CN(C)c1ccc(/C=N/NC(=O)CNC(=O)c2ccco2)cc1	4	-239	-42	-11	-1	-0.1	-2	6	17
C=CCOc1c(CNc2nccs2)cccc1OCC	3	-4	-1	0	16	-0.6	0	-6	9
COCCCNC(=S)NCCCNc1nc2cc(C)cc(C)c2cc1C#N	5	-252	-3	-10	-27	1.2	.	1	24
Cc1ccccc1CN(C)CC(=O)NC(C)CCc1ccccc1 (stereo not given)	7	17	-3	-3	-5	0.3	0	1	4
COc1ccc(S(=O)(=O)N(C)c2ccc(OCC(=O)Nc3cc(C)on3)cc2)cc1	14	33	0	-4	-66	0.5	-2	-3	1
CCN(CC)CCCN1C(=O)c2oc3ccccc3c(=O)c2C1c1cccs1 (stereo not given)	11	-40	-13	6[fluorescence artefact?]	15	0.5	-5	-4	-4
CCOC(=O)c1[nH]c2ccc(Cl)cc2c1-c1ccccc1	4	-2	-7	7	34	0.3	1	7	-1
Cn1c(=O)[nH]c(NC2CCCCC2)c(N=O)c1=O	6&9	14	-9	11	2&5	1.3	2	1[fluorescence artefact?]	3
COc1ccc(-c2cc(C(=O)OCC(=O)Nc3cc(C)on3)c3ccccc3n2)cc1OC	15	-93	-3	4	1	-0.1	2	-20	1
Cc1nc(/C=C/c2ccccc2)cc(/C=C/c2ccccc2)n1	7	-104	-22	-11	-33	-0.8	-1	-9	1
O=S(=O)(NCc1cn2ccsc2n1)c1cccs1	11	5	-5	7	4	-0.2	6	-1	0
CCn1c(C(=O)O)c(CC(=O)NC2CCCCCC2)c2ccccc21	13	-31	0	-7	15	3.3	2	-1	22
COc1ccc2c(c1)CCc1sc(NC(=O)c3ccco3)nc1-2	17	4	-2	1	-27	3.0	-8	-1[fluorescence artefact?]	0
CCOc1ccc(N2CSC3=C(C#N)C(c4ccco4)CC(=O)N3C2)cc1 (stereo not given)	6	-11	-15	52[fluorescence artefact?]	-19	-0.4	-3	22	4
COC(=O)c1ccc(N2C(=O)c3ccc(OC)c(OC)c3C2=O)cc1	11	.	0	.	.	1.1	6	.	0
Cn1nc2c(c1C(=O)N1CCCC(C(=O)c3cc(F)ccc3F)C1)CCCC2 (stereo not given)	3	-9	2	-11	-23	-1.0	1	1	1
COc1ccc(S(=O)(=O)NCCc2c(C)nn(C)c2Oc2ccccc2)cc1	13	2	-4	9	-15	0.1	2	2	0
